# Pf apPOL inh: Pf-apPOL DNA polymerase inhibition | AID 1794808 | inhibition, % at 10 µM | 210,000 compounds, 0.25% hits | Recombinant Pf-apPOL, molecular beacon fluorescence, 1.5 h
# mHTT CaM bind: mHTT-calmodulin interaction abrogation | 190,000 compounds, 3.6% hits | P42858 | AlphaScreen His-mHTT/GST-CaM binding, luminescence | inhibition, % at 15 µM;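 further: 0% = both proteins with DMSO and 100% = one protein alone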
# Target sequence (P42858 whole entry, looked up, stated change not applied): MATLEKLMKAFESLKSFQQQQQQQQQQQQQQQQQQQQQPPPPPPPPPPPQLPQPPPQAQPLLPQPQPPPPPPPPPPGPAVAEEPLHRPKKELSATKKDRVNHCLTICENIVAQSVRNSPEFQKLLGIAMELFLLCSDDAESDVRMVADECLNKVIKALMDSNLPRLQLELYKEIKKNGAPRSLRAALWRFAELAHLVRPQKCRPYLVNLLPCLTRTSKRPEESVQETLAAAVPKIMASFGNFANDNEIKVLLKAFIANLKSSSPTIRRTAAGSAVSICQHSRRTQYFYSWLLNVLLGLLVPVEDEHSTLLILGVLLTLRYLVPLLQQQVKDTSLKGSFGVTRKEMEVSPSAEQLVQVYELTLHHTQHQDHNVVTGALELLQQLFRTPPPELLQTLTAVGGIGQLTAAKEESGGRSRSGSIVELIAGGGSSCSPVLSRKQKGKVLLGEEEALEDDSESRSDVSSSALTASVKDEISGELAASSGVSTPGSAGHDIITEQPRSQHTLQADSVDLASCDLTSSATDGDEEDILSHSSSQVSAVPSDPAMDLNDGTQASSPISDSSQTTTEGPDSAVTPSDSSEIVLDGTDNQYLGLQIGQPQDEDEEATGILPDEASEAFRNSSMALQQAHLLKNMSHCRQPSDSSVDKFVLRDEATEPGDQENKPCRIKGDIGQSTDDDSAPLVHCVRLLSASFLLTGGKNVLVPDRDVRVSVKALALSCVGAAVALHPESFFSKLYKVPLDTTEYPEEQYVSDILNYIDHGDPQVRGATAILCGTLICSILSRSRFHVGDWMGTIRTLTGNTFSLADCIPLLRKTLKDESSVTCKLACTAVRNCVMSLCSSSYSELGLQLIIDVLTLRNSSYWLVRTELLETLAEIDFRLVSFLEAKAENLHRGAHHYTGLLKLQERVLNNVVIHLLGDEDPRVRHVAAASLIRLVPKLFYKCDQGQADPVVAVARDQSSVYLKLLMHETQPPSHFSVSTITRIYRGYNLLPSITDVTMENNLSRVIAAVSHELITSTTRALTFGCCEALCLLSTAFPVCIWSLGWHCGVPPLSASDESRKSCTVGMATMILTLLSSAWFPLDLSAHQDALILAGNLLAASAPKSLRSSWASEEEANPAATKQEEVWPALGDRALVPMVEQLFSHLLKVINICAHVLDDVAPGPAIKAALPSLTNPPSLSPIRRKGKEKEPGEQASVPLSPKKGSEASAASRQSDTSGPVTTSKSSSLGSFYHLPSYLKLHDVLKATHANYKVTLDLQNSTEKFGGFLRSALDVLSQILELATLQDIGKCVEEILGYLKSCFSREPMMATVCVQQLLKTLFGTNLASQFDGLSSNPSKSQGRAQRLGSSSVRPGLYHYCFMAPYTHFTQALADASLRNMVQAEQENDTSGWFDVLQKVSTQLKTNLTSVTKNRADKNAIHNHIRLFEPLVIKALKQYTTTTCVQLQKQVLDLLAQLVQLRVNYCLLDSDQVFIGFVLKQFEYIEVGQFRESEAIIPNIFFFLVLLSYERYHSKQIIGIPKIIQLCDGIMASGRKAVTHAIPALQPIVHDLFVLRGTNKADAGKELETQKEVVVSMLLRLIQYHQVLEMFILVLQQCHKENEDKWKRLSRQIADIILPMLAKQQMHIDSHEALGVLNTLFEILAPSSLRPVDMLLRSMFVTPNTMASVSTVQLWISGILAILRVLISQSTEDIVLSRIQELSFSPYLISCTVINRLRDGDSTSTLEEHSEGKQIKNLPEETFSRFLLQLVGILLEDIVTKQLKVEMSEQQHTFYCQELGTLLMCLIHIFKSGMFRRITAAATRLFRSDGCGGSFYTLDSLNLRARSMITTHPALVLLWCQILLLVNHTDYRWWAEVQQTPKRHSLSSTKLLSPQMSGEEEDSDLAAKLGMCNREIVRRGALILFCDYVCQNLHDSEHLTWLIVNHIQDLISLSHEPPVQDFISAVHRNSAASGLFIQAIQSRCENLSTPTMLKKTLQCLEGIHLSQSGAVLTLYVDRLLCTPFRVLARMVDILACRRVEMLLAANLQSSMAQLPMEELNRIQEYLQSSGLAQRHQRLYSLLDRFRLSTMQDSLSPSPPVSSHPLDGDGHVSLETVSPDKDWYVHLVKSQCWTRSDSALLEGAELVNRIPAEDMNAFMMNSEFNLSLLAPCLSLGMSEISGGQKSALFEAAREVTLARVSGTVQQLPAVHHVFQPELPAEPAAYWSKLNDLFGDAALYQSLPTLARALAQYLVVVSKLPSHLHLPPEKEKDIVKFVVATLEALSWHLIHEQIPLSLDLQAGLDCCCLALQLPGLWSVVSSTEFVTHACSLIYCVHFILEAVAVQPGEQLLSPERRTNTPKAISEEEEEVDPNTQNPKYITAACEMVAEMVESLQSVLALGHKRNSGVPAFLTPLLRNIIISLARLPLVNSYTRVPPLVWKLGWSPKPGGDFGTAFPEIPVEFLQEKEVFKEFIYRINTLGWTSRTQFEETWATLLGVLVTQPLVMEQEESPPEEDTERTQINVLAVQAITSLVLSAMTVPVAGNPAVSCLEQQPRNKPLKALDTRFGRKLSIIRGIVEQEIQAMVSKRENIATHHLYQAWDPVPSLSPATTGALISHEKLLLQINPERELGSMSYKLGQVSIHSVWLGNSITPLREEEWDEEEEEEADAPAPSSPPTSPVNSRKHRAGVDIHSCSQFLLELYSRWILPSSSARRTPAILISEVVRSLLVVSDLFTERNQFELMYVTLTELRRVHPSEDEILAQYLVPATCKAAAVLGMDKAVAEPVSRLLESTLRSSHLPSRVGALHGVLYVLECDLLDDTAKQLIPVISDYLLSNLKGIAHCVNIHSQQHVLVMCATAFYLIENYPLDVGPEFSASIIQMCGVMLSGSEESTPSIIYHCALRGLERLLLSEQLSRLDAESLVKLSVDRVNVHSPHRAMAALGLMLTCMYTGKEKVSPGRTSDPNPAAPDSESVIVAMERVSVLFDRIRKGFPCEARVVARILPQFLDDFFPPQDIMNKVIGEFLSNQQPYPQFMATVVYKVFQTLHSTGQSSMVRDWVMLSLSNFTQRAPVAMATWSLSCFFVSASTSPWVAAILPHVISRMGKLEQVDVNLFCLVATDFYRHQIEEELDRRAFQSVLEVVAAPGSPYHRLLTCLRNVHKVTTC
# * marks the source's active call; other numbers are inactive results; . = not tested or not shown; & = joins results of further samples. No stated cut-off is given here; in the data, active means inhibition above about 50%; inactive means the rest. Rows are unselected; about 3.5% have a hit in one of these screens.
SMILES,Pf apPOL inh,mHTT CaM bind
CS(=O)(=O)N1CCN(C(=O)c2ccccc2)C1,-5,-6
COc1ccc(CN2CCC(c3nc(C4CC4)n[nH]3)CC2)cc1OC,0,4
Cc1ccc(N=Cc2c(C)[nH]n(-c3ccccc3)c2=O)nc1,-4,-1
Cc1ccc(/C=C/C2=NC(=C\c3cccc(Cl)c3)/C(=O)O2)cc1,-1,12
Cc1cc(F)ccc1NC(=O)C1CCCN(c2nc3c(s2)c(C)nn3-c2ccccc2)C1 (stereo unspecified),-3,14
COc1ncccc1CN(C)C(=O)c1ccnn1C,2,-3
N#CC1=C(N)Oc2c(c(=O)[nH]c3ccccc23)C1c1cc(Br)cs1 (stereo unspecified),-4,22
CCN(CC)c1ccc(C=C2C(=O)OC(c3ccccc3)OC2=O)cc1 (stereo unspecified),-1,7
CC(Br)C(=O)Nc1ccc2nc(SCC(=O)N3CCc4ccccc43)sc2c1 (stereo unspecified),-7,1
Cc1ccc(C)c(NC(=O)C2CCN(c3nccnc3Oc3ccccc3)CC2)c1,-2,0

# Reprinted at random: 7 entries already listed.
SMILES,Pf apPOL inh,mHTT CaM bind
CCN(CC)c1ccc(C=C2C(=O)OC(c3ccccc3)OC2=O)cc1 (stereo unspecified),-1,7
N#CC1=C(N)Oc2c(c(=O)[nH]c3ccccc23)C1c1cc(Br)cs1 (stereo unspecified),-4,22
Cc1ccc(N=Cc2c(C)[nH]n(-c3ccccc3)c2=O)nc1,-4,-1
CC(Br)C(=O)Nc1ccc2nc(SCC(=O)N3CCc4ccccc43)sc2c1 (stereo unspecified),-7,1
Cc1cc(F)ccc1NC(=O)C1CCCN(c2nc3c(s2)c(C)nn3-c2ccccc2)C1 (stereo unspecified),-3,14
Cc1ccc(C)c(NC(=O)C2CCN(c3nccnc3Oc3ccccc3)CC2)c1,-2,0
COc1ncccc1CN(C)C(=O)c1ccnn1C,2,-3

# (next part)
SMILES,Pf apPOL inh,mHTT CaM bind
CC(=O)NCc1ccnc(N2CCCC(C)C2)c1 (stereo unspecified),-5,-1
Cc1cc(OCC(=O)NCc2cccnc2)cc(C)c1Br,-4,-4
CN1CCN(CC(=O)Nc2c3c(nc4ccccc24)N(c2cccc(Cl)c2)CC3)CC1,-3,18
CCC(C)n1c(=N)c(S(=O)(=O)c2ccc(Cl)cc2)cc2c(=O)n3ccccc3nc21 (stereo unspecified),-4,19
CCC(C)(C)C(=O)N1CC(C)C(c2nc(-c3ccccc3)no2)C1 (stereo unspecified),-6,-9
CNc1scnc1S(=O)(=O)c1ccc(C)cc1,0,.
O=C(NCCNc1ccc(Nc2ccncc2)nn1)c1cccs1,6,2
COc1ccccc1-c1noc(C2CCCN2C(=O)c2cccnc2SC)n1 (stereo unspecified),3,8
O=C(COc1ccc(-c2cnc3ccccc3n2)cc1)N1CCCCC1,-5,-5
CCn1cc(S(=O)(=O)NCc2ccccc2C)c2cccnc21,9,19
COc1ccc(C(=O)N2CCCC2c2cc(C(C)C)on2)cc1OC (stereo unspecified),1,-7
COc1cc(C=CC(=O)c2ccccc2O)cc(OC)c1OC,-6,7
COc1ccc(Cl)cc1NC(=O)c1cnn2c1NC(c1ccc(C)cc1)CC2C(F)(F)F (stereo unspecified),-4,4
Cn1c(SC2=CS(=O)(=O)c3ccccc32)nc2ccccc21,6,-8
O=S(=O)(c1ccc2c(c1)OCCO2)N1CCCn2nc(-c3cccs3)cc2C1,0,-5
CCn1ncc(Br)c1C(=O)Nc1cccc(C(=O)O)c1,-3,0
CCN1CCN(C(=O)CCCOc2ccc(Cl)cc2Cl)CC1,4,-5
N#CC(=Cc1ccc(C(F)(F)F)cc1)c1c[nH]c2ccccc12,-4,.
CCC(C(=O)Nc1cc(Cl)ccc1C)c1ccccc1 (stereo unspecified),-8,-25
Nc1c(Br)cc(O)c2c1C(=O)c1ccccc1C2=O,-6,83*

# Full records, looked up by structure.
# CCN1CCN(C(=O)CCCOc2ccc(Cl)cc2Cl)CC1 is listed as Pf apPOL inh: 4; mHTT CaM bind: -5
# COc1ccc(Cl)cc1NC(=O)c1cnn2c1NC(c1ccc(C)cc1)CC2C(F)(F)F (stereo unspecified) is listed as Pf apPOL inh: -4; mHTT CaM bind: 4

# More records.
SMILES,Pf apPOL inh,mHTT CaM bind
Cc1c(CN2CCC(C(O)c3ccccn3)CC2)cnn1C (stereo unspecified),-7,-4
CCc1nnc(-c2cccn2CC(=O)NCc2ccc(C)cc2)o1,-2,2
COc1ccc(-n2nc(C(=O)NCC(=O)NCc3ccc(F)cc3)c3ccccc3c2=O)cc1,-6,-6
CCOc1nc(Nc2ncc(O)[nH]2)nc2ccc(C)cc12,-3,4
COc1ccc(C2(CNCC#N)CCCC2)cc1OC,-7,-1
O=C(CCC1CCCC1)Nc1ccc(CC(=O)NC2CC2)cc1,-5,-16
Cc1nc2sccn2c1-c1csc(Nc2ccccn2)n1,-1,29
CCOc1ccccc1N1C=C(C#N)S(=O)(=O)c2cc(F)ccc21,-3,-8
Nc1nc(OCC(F)(F)C(F)F)cc(-c2ccccc2)n1,0,-2
O=c1[nH]c(SCc2ccccn2)nc2c1cnn2CCO,6,-8
COc1ccc(S(=O)(=O)N2CCCc3ccccc32)cc1,0,-36
COc1ccc(Cn2cc(CN3CC(N4CC=CC4)CS3(=O)=O)nn2)cc1 (stereo unspecified),-9,-13
CN1C(=O)OC2(CC(C)(C)NC(C)(C)C2)C1(C)O (stereo unspecified),39,-1&-2
Cc1nc2c(C(=O)O)c[nH]n2c(=O)c1Cc1ccc(F)cc1,28,-1
COc1ccccc1/C=C/C1=NC(=C\c2cccnc2)/C(=O)O1,-4,12
CCOc1ccccc1NC(=O)N1CCC(c2cnn(-c3ccc(C)cc3)c2)CC1,-3,-16
COc1ccc(Cl)cc1NC(=O)C(Cc1ccccc1)N1C(=O)C2C3CCC(C3)C2C1=O (stereo unspecified),-1,32
O=C(Cc1cccs1)N1CCCC(c2nc(-c3ccccc3)n[nH]2)C1 (stereo unspecified),7,30
O=C(Nc1ncccn1)c1c[nH]c2c(Cl)cccc2c1=O,1,-9
O=C1CSC(=Nc2ccc(Cl)cc2)N1C(=O)c1ccccc1Cl,-9,.

# The final 7 entries of the part before open the next one:
SMILES,Pf apPOL inh,mHTT CaM bind
Cc1nc2c(C(=O)O)c[nH]n2c(=O)c1Cc1ccc(F)cc1,28,-1
COc1ccccc1/C=C/C1=NC(=C\c2cccnc2)/C(=O)O1,-4,12
CCOc1ccccc1NC(=O)N1CCC(c2cnn(-c3ccc(C)cc3)c2)CC1,-3,-16
COc1ccc(Cl)cc1NC(=O)C(Cc1ccccc1)N1C(=O)C2C3CCC(C3)C2C1=O (stereo unspecified),-1,32
O=C(Cc1cccs1)N1CCCC(c2nc(-c3ccccc3)n[nH]2)C1 (stereo unspecified),7,30
O=C(Nc1ncccn1)c1c[nH]c2c(Cl)cccc2c1=O,1,-9
O=C1CSC(=Nc2ccc(Cl)cc2)N1C(=O)c1ccccc1Cl,-9,.
CCCCC(=O)NC(c1ccc2c(c1)OCO2)c1cc([N+](=O)[O-])c2cccnc2c1O (stereo unspecified),-6,99*
O=C(Oc1ccc2c(c1)OC(=Cc1cccs1)C2=O)c1ccc2c(c1)OCO2,-3,16
Cc1c(NC(=O)c2cncc(Br)c2)cccc1-c1nc2ccccc2s1,1,13
COCCCNC(=O)N1CCC2(C1)C(=O)N(C)c1ccccc12 (stereo unspecified),0,11
CCn1nnc2c(Nc3cc(Cl)ccc3OC)ncnc21,3,-12
O=C1CC(Cc2ccccc2)C(=O)N1c1ccc(O)cc1 (stereo unspecified),1,0
O=[N+]([O-])c1cccc(C(=NCc2ccccc2)NO)c1,-4,-3
CCOC(=O)C1C(=O)C=C(c2cccs2)CC1c1ccc(OC)c(OC)c1Cl (stereo unspecified),-1,.
O=C1CSC(c2ccc([N+](=O)[O-])cc2)N1c1ccc(Oc2ccccc2)cc1 (stereo unspecified),-2,75*
COc1ccc(CCNC2=CC(=O)CC(c3ccccc3)C2)cc1OC (stereo unspecified),-7,6
Cn1c(=O)c(C(=O)NCc2ccccc2)nc2cccnc21,-1,2
COc1ccc(-n2nc3c(c2NC(=O)C2CC2)CSC3)cc1,2,7
Cc1cccc(CNC(=O)C2=C3CCCN3c3ccc(F)cc3S2(=O)=O)c1,-2,-3
COc1nccnc1N1CCC(NC(=O)c2ccc3c(c2)OCO3)C1 (stereo unspecified),1,-2
CC(=O)c1cc(C#N)c(SC/C=C/c2ccccc2)nc1C,-19,97*
CCCCc1ccc(NC(=O)N2CCc3c(nc4cc[nH]n4c3=O)C2)cc1,1,4
Cc1ccc(C(O)CNC(=O)C(=O)Nc2cccc(N3CCCC3=O)c2)o1 (stereo unspecified),4,-10
COc1ccc(COCC(O)CN2CCN(c3ccccc3)CC2)cc1OC (stereo unspecified),-1,0
COc1ccc(NC(=O)CCCOc2ccc(C)cc2C)c(OC)c1,3,-2
Cc1csc(C(=O)NCC(O)c2ccc(C(F)(F)F)cc2)c1 (stereo unspecified),-6,-14
O=C(CSCc1cccc2ccccc12)NNC(=S)NC1CC2C=CC1C2 (stereo unspecified),-108,.
COc1ccccc1-n1ccn2cc(-c3ccc(Cl)cc3)nc2c1=O,-3,-8
COc1cccc(CN2Cc3cccc4c3[C@H](C=CC4)CC2=O)c1,0,100*
Cc1c(-c2ccccc2)nnn1-c1ccc(F)c(Cl)c1,-12,.
CN1CCN(C(=O)c2csc(COc3ccc(Cl)cc3)n2)CC1,-2,-7
Cc1c(Cl)cccc1NS(=O)(=O)c1ccc(NS(=O)(=O)c2ccc(F)cc2)cc1,-9,8
CCc1ccccc1NC(=O)Cn1ccc2sccc2c1=O,-2,-3
CCCC(=O)Nc1ccc(NC(=O)c2ccc(F)cc2)cc1,-7,-8
O=C(c1nn2c(c1Cl)NC(c1cccs1)CC2C(F)(F)F)N1CCCCCC1 (stereo unspecified),-7,8
COC(=O)c1ccc(OCC2c3cc(OC)c(OC)cc3CCN2C(=O)c2ccc(OC(C)C)cc2)cc1 (stereo unspecified),-1,33
Cc1ccc(N2CC(=O)N(N=Cc3cn(-c4ccccc4)nc3-c3ccc(Cl)cc3)CC2=O)cc1,-5,.
COc1ccc(C(=O)/C=C(\C)Nc2ccccc2O)cc1,-5,10
Cc1cc2n(n1)CCCN2C(=O)CCC(=O)Nc1ccccc1F,0,1
COc1ccc(C(=O)NCCSC2CCCCC2)cc1,2,-6
CCN(C)C(=O)C1CN(C(=O)C(C)C)CC1c1ccccc1 (stereo unspecified),0,10
O=C1CCCC2=C1C(c1ccc(F)cc1)c1c([nH]c(=O)[nH]c1=O)N2 (stereo unspecified),1,-2
CC1CN(C(=O)C(C)C)CC(C)O1 (stereo unspecified),.,-6
O=C(CSc1nc2ccccc2o1)NC1Cc2ccccc2C1,-7,.
COC(=O)C1CCC(C)(C(=O)O)C1(C)C (stereo unspecified),6,0
COc1cccc(C(=O)N2CCC3(CC2)NC(=O)c2cc(C)ccc2N3C)c1,-2,-10
Cc1ccc(C)c(NC(=O)CSc2cn(CCNC(=O)c3ccccc3F)c3ccccc23)c1,4,7
Cc1cc(C(=O)N2CCN(c3ccc(-c4cccs4)nn3)CC2)no1,-23,-8
COC(CNC(=O)c1ccc(Sc2ccc(Br)cc2)c([N+](=O)[O-])c1)OC,-4,22
CCOc1cccc2c1OC1(C)CC2NC(=O)N1c1ccc(C)c(F)c1 (stereo unspecified),8,9
COc1ccc(NC(=O)COc2nsnc2N2CCOCC2)cc1,-7,-1
CCn1c(=O)n(CC)c2cc3nc4c(nc3cc21)C(=O)c1ccccc1-4,-9,-3
